Screens as filed in PubChem.
S1P2 blocker = antagonists of human S1P2 receptor | O95136 | cell-based S1P2 antagonist assay, inhibition at 5 uM | inhibition, % at 5 µM | hit rate 0.21% among 97,000 | AID 736; in the data active means inhibition above about 45%;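 further: CRE beta-lactamase reporter cells expressing human S1P2 stimulated with S1P; 0% = agonist at EC80 alone and 100% = agonist plus reference antagonist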
Target sequence (O95136 whole entry, looked up): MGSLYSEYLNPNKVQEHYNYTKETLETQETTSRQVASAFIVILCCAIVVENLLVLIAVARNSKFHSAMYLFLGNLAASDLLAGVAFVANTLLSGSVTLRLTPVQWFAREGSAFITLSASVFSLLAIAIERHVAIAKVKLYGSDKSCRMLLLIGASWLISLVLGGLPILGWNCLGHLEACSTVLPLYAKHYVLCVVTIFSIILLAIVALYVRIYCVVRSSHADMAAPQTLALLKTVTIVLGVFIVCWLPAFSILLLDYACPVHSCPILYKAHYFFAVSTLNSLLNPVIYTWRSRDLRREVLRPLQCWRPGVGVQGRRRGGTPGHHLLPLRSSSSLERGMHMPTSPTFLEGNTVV
S1P2 agonist = agonists of human S1P2 receptor; O95136; S1P2-expressing cell line, agonist reporter read-out; activation, % at 4.5 µM; hit rate 0.46% among 97,000; in the data active means activation above about 16%;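 further: 0% = vehicle low control and 100% = maximal reference agonist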
H69AR growth 86K = growth inhibitors of human H69AR lung tumor cells; H69AR lung tumor viability, ATP luminescence, 72 h; active compounds read low; viability, % at 10 µM; hit rate 6% among 85,000; AID 598;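 active means viability at or below 40%; inactive means viability above 40%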;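 further: multidrug resistant small cell line overexpressing MRP-1 efflux transporter; 100% = mean luminescence of untreated control wells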
Ecoli WT expand = growth inhibitors of E. coli BW25113 wild type; OD600 absorbance; growth inhibition, % at 100 µM; hit rate 0.15% among 98,000;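 active means growth inhibition above about 50% at one test dose, limit read from the data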;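 further: growth measured after 20 h incubation at 37 °C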
HUVEC prolif 384 = blocks proliferation of human endothelial cells. HUVEC proliferation, CellTiter-Glo luminescence, 72 h; active compounds read low. viability, % at 10 µM (by protocol). hit rate 1.1% among 86,000. AID 648;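 active means viability at or below 30%; inactive means viability above 30%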;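 further: 100% = median luminescence of DMSO-only cell control wells on each plate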
Lung fibro prol = blocks proliferation of human lung fibroblasts; hit rate 1.1% among 85,000; viability, % at 10 µM; LL 47 human lung fibroblast viability, ATP luminescence; active compounds read low; AID 719;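 active means viability at or below 50% in the single dose screen; inactive means viability above 50%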;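 further: compound exposure lasted 72 h before the ATP readout; 100% = median luminescence of untreated cell-only wells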
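Test system: LL 47 human lung fibroblasts / Incubation: 72 h compound exposure at 37 °C after overnight plating / Technique: luminescent ATP detection, CellTiter-Glo / Compound dosing: 0.1% DMSO in all compound wells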
hDAT+cocaine = human DAT dopamine uptake with cocaine, either direction; hit rate 1.3% among 110,000; Q01959; B-score at 10 µM; AID 449768; LLC-PK1 hDAT cells, [14C]-dopamine uptake with cocaine IC80; actives deviate in either direction;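 active means Z score or B-score, a plate-position-corrected score, falls beyond the plate's 99.7% confidence bounds, in either direction; inactive means both scores lie inside the 99.7% bounds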;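 further: scored against the spread of the other compound wells on the same plate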
Target sequence (Q01959 whole entry, looked up): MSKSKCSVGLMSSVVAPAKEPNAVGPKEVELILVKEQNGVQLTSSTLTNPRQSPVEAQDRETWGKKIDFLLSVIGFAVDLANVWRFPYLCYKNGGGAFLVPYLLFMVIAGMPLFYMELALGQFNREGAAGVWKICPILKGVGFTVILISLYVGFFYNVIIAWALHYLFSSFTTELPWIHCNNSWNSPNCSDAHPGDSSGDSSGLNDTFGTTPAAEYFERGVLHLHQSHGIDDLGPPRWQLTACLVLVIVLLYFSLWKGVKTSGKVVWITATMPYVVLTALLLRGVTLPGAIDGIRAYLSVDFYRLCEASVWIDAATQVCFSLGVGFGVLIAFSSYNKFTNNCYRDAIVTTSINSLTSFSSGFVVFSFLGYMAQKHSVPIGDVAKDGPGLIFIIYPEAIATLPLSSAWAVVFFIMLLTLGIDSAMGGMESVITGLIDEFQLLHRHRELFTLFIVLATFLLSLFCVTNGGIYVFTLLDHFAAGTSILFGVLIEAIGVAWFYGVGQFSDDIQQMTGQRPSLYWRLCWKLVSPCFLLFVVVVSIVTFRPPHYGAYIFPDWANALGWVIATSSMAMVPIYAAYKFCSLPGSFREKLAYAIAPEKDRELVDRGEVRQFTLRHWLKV
PostGolgi ctrl = yeast control strain growth, post-Golgi counter-screen. inhibition, % at 10 µM. efflux-deficient yeast background strain, growth absorbance A615, 16 h. hit rate 5% among 98,000. AID 738
PostGolgi yeast = growth inhibition of a yeast mutant, post-Golgi transport screen. hit rate 0.9% among 98,000. inhibition, % at 10 µM. post-Golgi transport phenotypic cell assay. AID 739;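 further: yeast cells grown in 1536-well plates; yeast grown about 18 h at 30C before absorbance read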
Starred values were filed as active, the others as inactive; x = not tested or not shown. Unless noted, no stated cut-off is given here; in the data, active means inhibition above about 30%; inactive means the rest.

SMILES	S1P2 blocker	S1P2 agonist	H69AR growth 86K	Ecoli WT expand	HUVEC prolif 384	Lung fibro prol	hDAT+cocaine	PostGolgi ctrl	PostGolgi yeast
CCOCCOCN(C#N)c1nc(OC)nc(N(C)C)n1	x	x	90.2	0.0	99.0	97.2	-1.06	1.5	-4.6
COc1cc2c(cc1NC(=O)CN(C)Cc1nc3ccccc3c(=O)[nH]1)oc1ccccc12	x	x	59.4	-1.0	74.8	91.1	1.07	58.9*	-5.6
Cc1ccc(-c2nc(C3CCN(S(C)(=O)=O)CC3)no2)cc1	6.0	-5.5	103.5	-2.0	106.7	102.9	0.0424	21.5	-3.9
CCNC(=S)NNC(=O)c1cc(C)on1	-32.0	-6.5	x	6.0	x	x	-0.109	-11.6	-2.4
CCn1c(=O)n(Cc2ccco2)c(=N)c2c3c(sc21)COC(C)(C)C3	-55.6	15.7	x	-1.0	x	x	-0.86	10.9	-0.2
COc1cccc2sc(Nc3nnc(-c4ccc(F)cc4)o3)nc12	-1.0	-3.2	35.3*	-14.0	2.9*	62.1	-2.37	-1.3	3.3
CCOC(=O)C1CCN(C(=O)Cn2cc(C(=O)c3ccco3)c3ccccc32)CC1	6.3	-6.8	66.3	0.0	101.7	110.5	-0.225	5.7	22.7
Cc1ccc(OCC(=O)N/N=C\c2cn(C)c3ccccc23)c([N+](=O)[O-])c1	-11.1	-5.6	x	-5.0	x	x	-0.632	16.3	-2.2
O=c1c2cc3c(cc2[nH]c(=S)n1CCN1CCOCC1)OCO3	7.4	-3.1	80.4	-5.0	92.0	95.2	-0.995	35.8*	-0.8
CCc1nc2ccccc2c(C(=O)OC2CCOC2=O)c1C (configuration not stated)	-11.9	-6.1	100.0	-1.0	91.7	92.9	0.0467	1.3	1.1
Cc1ccc(C(=O)Nc2ccc(O)c(C(=O)O)c2)o1	-24.3	-0.2	93.2	3.0	99.3	110.1	-0.209	-5.3	2.8
CS(=O)(=O)NC1CCN(Cc2ccccc2)CC1	-10.3	-7.5	96.6	0.0	101.5	100.2	-0.219	19.5	1.3
O=C1C(Cl)=C(N2CCOCC2)C(=O)N1c1ccccc1	11.4	-4.8	86.6	7.0	89.1	94.3	0.00479	-7.2	14.7
Cc1cc(C)n(-c2nc(NCCC(C)C)c3c4c(sc3n2)COC(C)(C)C4)n1	-7.8	-2.3	1.6*	-2.0	12.9*	86.0	x	32.6*	-5.1
Cc1occc1C(=O)NNC(=S)Nc1ccccc1	-4.2	-2.5	x	2.0	x	x	0.0758	1.3	-5.6

Rewritten bar-delimited: four of the compounds above.
canonical_smiles | S1P2 blocker | S1P2 agonist | H69AR growth 86K | Ecoli WT expand | HUVEC prolif 384 | Lung fibro prol | hDAT+cocaine | PostGolgi ctrl | PostGolgi yeast
CCc1nc2ccccc2c(C(=O)OC2CCOC2=O)c1C (configuration not stated) | -11.9 | -6.1 | 100.0 | -1.0 | 91.7 | 92.9 | 0.0467 | 1.3 | 1.1
Cc1ccc(C(=O)Nc2ccc(O)c(C(=O)O)c2)o1 | -24.3 | -0.2 | 93.2 | 3.0 | 99.3 | 110.1 | -0.209 | -5.3 | 2.8
CS(=O)(=O)NC1CCN(Cc2ccccc2)CC1 | -10.3 | -7.5 | 96.6 | 0.0 | 101.5 | 100.2 | -0.219 | 19.5 | 1.3
O=C1C(Cl)=C(N2CCOCC2)C(=O)N1c1ccccc1 | 11.4 | -4.8 | 86.6 | 7.0 | 89.1 | 94.3 | 0.00479 | -7.2 | 14.7

(next part)
SMILES	S1P2 blocker	S1P2 agonist	H69AR growth 86K	Ecoli WT expand	HUVEC prolif 384	Lung fibro prol	hDAT+cocaine	PostGolgi ctrl	PostGolgi yeast
CCc1ccccc1OCC(=O)NC1CCCC1	-8.0	-4.0	x	7.0	99.9	100.8	-0.0231	11.5	-2.4
O=C(CSc1ccc2c(c1)OCCO2)NCC1CCCO1 (configuration not stated)	27.6	-7.8	95.7	4.0	93.2	99.9	-0.925	6.0	8.3
CCOC(=O)C1CCN(c2c(NCCN3CCN(c4ccccc4)CC3)c(=O)c2=O)CC1	17.2	-3.0	100.0	-4.0	90.4	96.0	-0.448	6.7	3.2
CCC(=O)Nc1cccc(NC(=O)CSc2nnc(-c3ccc(NS(C)(=O)=O)cc3)n2C)c1	-12.0	-1.6	102.5	5.0	93.1	101.1	x	0.3	6.5
CCCCNC(=O)c1ccc2c(c1)N(CC)C(=O)c1ccccc1S2(=O)=O	x	x	77.8	6.0	97.0	91.1	-0.334	4.8	8.9
OC(c1cccs1)(c1cccs1)C1C[N+]2(CF)CCC1CC2 (configuration not stated)	-87.2	-0.8	x	3.0	x	x	-1.17	-3.3	24.3
CCOc1ccc(C(=O)Nc2ccc(Cl)cn2)cc1Cl	23.2	-2.7	88.0	-7.0	102.3	95.5	-0.155	-2.3	-9.0
COc1ccc(CC(=O)N2CCOCC2)cc1OC	15.0	-3.7	101.7	2.0	103.5	106.2	-0.648	0.7	-0.3
O=C(CSc1ccccc1)Nc1ccc(N2CCOCC2)cc1	-1.8	-3.6	6.8*	-3.0	84.6	91.5	0.639	4.1	0.3
C(=C\c1ccccc1)/CSc1nnc(-c2cccnc2)n1Cc1ccco1	-4.0	-2.4	80.2	3.0	93.3	94.5	-0.289	6.7	5.8
C=CCn1c(N)cc(=O)nc1SCC(=O)Nc1cccc2ccccc12	8.4	-2.7	88.9	10.0	102.6	103.0	-0.201	-4.7	3.8
COc1ccc(CCN2C(=NC(=O)CC(C)C)SC3CS(=O)(=O)CC32)cc1 (configuration not stated)	-18.7	-2.2	85.5	4.0	100.8	99.9	-0.135	0.9	-1.7
CCNCCNC(=O)c1c(O)c2ccccc2n(CC)c1=O	9.5	-1.3	x	9.0	x	x	0.558	40.6*	-0.2
O=S(=O)(c1ccc(OCC(O)CN2CCN(c3ccccc3O)CC2)cc1)N1CCOCC1 (configuration not stated)	21.2	-9.3	103.8	4.0	96.2	99.8	0.85	44.5*	2.8
CC(NC(=O)c1ccco1)c1cccc2ccccc12 (configuration not stated)	28.2	-1.9	88.2	x	90.2	97.7	-0.869	x	x
CC(C)Cc1nc(N2CCCCC2)c(C#N)c2c1CCC2	-3.8	-1.0	98.1	8.0	115.6	105.7	-0.0473	10.1	21.9
CCN(C(=O)CSc1ncccc1C(=O)OC(C)C)c1cccc(C)c1	-15.4	0.6	60.9	-4.0	85.1	95.1	1.41	1.3	-11.4
CC(=O)Nc1ccc(C(=O)OCCC(C)C)cc1	9.9	-3.5	97.8	-1.0	101.3	104.1	1.47	18.1	-7.1
Oc1ccccc1-c1cc(-c2ccccc2)no1	7.6	-3.5	x	-3.0	x	x	-0.399	43.0*	2.9
CCOC(=O)c1c(C)nc2c3ccccc3ccn12	-9.1	-0.3	42.4	-8.0	87.5	98.6	-0.113	4.6	-2.7
COc1ccc(C2=CC(=O)OC3(CCCCC3)O2)cc1	-0.4	-1.7	49.0	15.0	96.8	102.4	-0.161	1.9	4.3
C=CCN1C2CCCC1CC(NC(=O)Nc1cccc(C(C)=O)c1)C2 (configuration not stated)	7.8	-8.6	93.8	-2.0	97.2	97.2	0.0225	-0.5	-2.8
COc1ccc(C(CNC(=O)c2cccc(N(C)C)c2)N2CCCC2)cc1 (configuration not stated)	14.1	-2.6	65.5	8.0	90.8	98.4	1.59	1.9	-4.2
NC(=O)C1CCN(CC(=O)Nc2ccccn2)CC1	14.2	-3.1	110.7	-2.0	93.8	99.8	x	7.6	-3.3
Nc1c(Cl)cc2c(c1Oc1ccccc1)C(=O)c1ccccc1C2=O	-14.0	0.1	63.8	0.0	84.3	87.3	0.939	8.9	5.2
O=C1C2C3CCCC3=C3CCCC3C2C(=O)N1c1ccc(F)cc1 (configuration not stated)	-5.7	-13.6	76.2	2.0	97.0	81.1	0.137	10.1	-0.1
O=C(Nc1nnc(-c2ccccc2)o1)c1nc2ccccc2s1	x	x	29.1*	x	66.7	90.4	-1.09	x	x
O=C(NC(NCc1ccccn1)(C(F)(F)F)C(F)(F)F)c1ccco1	-3.9	0.8	84.3	11.0	92.8	95.8	0.465	-4.4	4.7
CCCCc1sc(-c2c(C#N)c(N)nc3c2CCCCC3)cc1[N+](=O)[O-]	-23.9	-1.8	x	-5.0	x	x	0.128	18.3	-3.4
COc1ccc2cc(S(=O)(=O)NCCCN3CCOCC3)ccc2c1	-3.0	56.8*	x	3.0	x	x	1.41	-14.1	-7.3
O=C(O)CCC(=O)N1CCN(c2nc(-c3ccccc3Cl)c3cc(Br)ccc3n2)CC1	-14.9	16.4*	87.7	11.0	66.2	100.0	2.98*	7.8	16.8
CCCc1c(O)nc(SCC(=O)NCCc2ccc(OC)c(OC)c2)[nH]c1=O	0.5	-0.5	95.2	-4.0	110.9	102.0	0.327	-8.6	-4.2
COc1ccc(NC(=O)C2CCCCN2N)cc1OCC(C)C (configuration not stated)	-40.9	0.5	104.2	5.0	97.6	103.9	0.231	4.9	-0.6
Cc1cc(C)nc(SCCC(=O)Nc2cccc3ccccc23)n1	-27.8	-2.0	x	-5.0	x	x	1.87	9.8	-7.3
O=C(NCCN1CCN(C(=O)c2cccs2)CC1)C(=O)Nc1ccc(Br)cc1	10.7	-6.0	106.8	2.0	112.1	106.3	0.313	9.5	-0.2
CCOC(=O)c1c(-c2cccc(C)c2)csc1NC(=O)C1CC=CCC1C(=O)O (configuration not stated)	-25.4	-1.3	x	0.0	x	x	-0.0168	23.4	-2.1
COc1cc(C)nc(SCC(N)=O)n1	11.7	-5.7	x	8.0	x	x	0.152	-1.6	0.5
CC(C)(C)NC(=O)CN(C(=O)c1ccc(CN2CCOCC2)o1)c1ccc2c(c1)OCCO2	-6.3	-2.6	85.1	2.0	95.3	97.9	0.188	1.5	0.9
COc1ccc(-n2nnnc2SCc2nc3ccccc3s2)cc1	-20.0	-3.7	74.6	-15.0	78.5	90.5	4.1*	15.6	-4.9
Cc1cccc(N2CCN(C(=O)n3ccnc3)CC2)c1C	5.6	-9.0	45.1	4.0	85.1	90.7	0.868	-1.2	0.8
Cc1cc(N2CCOCC2)n2ncc(-c3ccccc3)c2n1	-3.6	-6.3	27.5*	-3.0	77.0	81.0	-0.932	25.8	-0.3
C=C(C)CSc1nc(N)c(C#N)c(-c2ccc(C)cc2)c1C#N	-6.8	-5.3	48.5	-14.0	88.4	92.6	1.51	-1.5	-2.2
C=CCOc1c(CNc2ncn[nH]2)cccc1OC	-12.3	-0.5	95.2	1.0	93.1	97.2	-0.588	-6.0	5.5
O=C(N/N=C/c1ccc(O)cc1)c1ccc(NC(=O)c2ccccc2Br)cc1	-10.7	-2.2	x	-8.0	x	x	0.189	13.9	-2.4
O=C(CNCCO)NC12CC3CC(CC(C3)C1)C2	2.3	-8.9	98.2	-1.0	93.2	101.6	0.0918	33.3*	1.4
CCOc1ccc(C(=O)NCC(=O)OC2CCOC2=O)cc1OCC (configuration not stated)	-16.6	-4.1	94.7	-7.0	109.7	100.0	-0.0322	4.7	-6.7
COc1ccc(-c2nc3ccccc3o2)cc1NC(=O)c1ccc(Br)o1	18.4	-3.6	59.4	1.0	83.9	93.7	-0.159	9.4	18.2
CCN=C1SC(CC(=O)Nc2ccc(N3CCOCC3)cc2)C(=O)N1CC (configuration not stated)	8.3	-3.8	79.0	-8.0	93.8	105.5	-0.789	17.4	6.3
CCOC(=O)c1ccc(-n2c(C)nc3ccccc3c2=O)cc1	10.5	-4.2	94.6	1.0	102.8	105.7	1.81	2.8	9.6
COC(=O)c1nc(NC(=O)C(C)C)n[nH]1	-12.5	-4.9	103.5	0.0	97.3	97.1	0.0133	0.5	7.6
O=C(NCCSc1ccccc1)c1ccccc1	1.4	-3.0	x	7.0	x	x	0.437	6.1	28.1
COc1ccccc1OCC(=O)NC1CCCCCC1	13.8	-6.5	98.8	2.0	96.8	99.2	0.0908	18.1	3.2
NC(=O)C1CCN(C(=O)CCSc2ccccc2)CC1	-24.8	-6.6	98.7	x	100.4	99.4	-0.963	x	x

Rows are unselected; about 11% have a hit in one of these screens.
